# High-throughput results as filed in PubChem BioAssay.
# A3G deaminase: inhibitors of human APOBEC3G DNA deaminase; Q9HC16; recombinant A3G, ssDNA deamination FAM/TAMRA fluorescence; inhibition, % at 20 µM; hit rate 0.28% among 330,000; AID 493012;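 active means inhibition of at least 40% at 20 µM, with no more than 30% in the related APOBEC3A deaminase screen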;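 further: plate controls were DMSO wells with A3G for no effect and wells lacking A3G enzyme for full effect; some compounds called inactive have numbers as strong as hits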
# Target sequence (Q9HC16 whole entry, looked up): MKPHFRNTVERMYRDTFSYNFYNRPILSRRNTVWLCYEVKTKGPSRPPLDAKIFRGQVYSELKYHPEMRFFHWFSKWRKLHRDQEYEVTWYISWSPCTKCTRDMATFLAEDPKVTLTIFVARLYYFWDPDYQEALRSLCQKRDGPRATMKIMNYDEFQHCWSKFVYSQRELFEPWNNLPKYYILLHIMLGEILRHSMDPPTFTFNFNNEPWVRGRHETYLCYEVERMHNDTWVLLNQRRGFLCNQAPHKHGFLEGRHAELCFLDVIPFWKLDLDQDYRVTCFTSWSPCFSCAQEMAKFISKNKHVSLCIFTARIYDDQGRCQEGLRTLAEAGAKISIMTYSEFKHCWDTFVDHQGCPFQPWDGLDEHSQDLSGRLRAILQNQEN
# MPTP block: inhibitors of mitochondrial permeability transition pore | hit rate 1.4% among 360,000 | AID 602449 | isolated mouse mitochondria, Ca2+ swelling absorbance, 30 min | inhibition, % at 10 µM;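 active means inhibition of 50% or more, scaled per plate between neutral and stimulator controls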;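 further: 0% = DMSO wells given calcium and 100% = 1 mM EGTA wells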
# hIAP block: human IAP inhibition. AID 2544. hit rate 0.12% among 330,000. inhibition, % at 10 µM. purified IAP, CDP-Star luminescence, 30 min. P09923;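 active means inhibition reaching a set limit with compound at 10 µM in the primary screen, cut at about 35% in these data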;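 further: plate controls were DMSO wells with enzyme for no effect and no-enzyme buffer wells for full effect; values of inactives mirror those of a sister screen read the other way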
# Target sequence (P09923 whole entry, looked up): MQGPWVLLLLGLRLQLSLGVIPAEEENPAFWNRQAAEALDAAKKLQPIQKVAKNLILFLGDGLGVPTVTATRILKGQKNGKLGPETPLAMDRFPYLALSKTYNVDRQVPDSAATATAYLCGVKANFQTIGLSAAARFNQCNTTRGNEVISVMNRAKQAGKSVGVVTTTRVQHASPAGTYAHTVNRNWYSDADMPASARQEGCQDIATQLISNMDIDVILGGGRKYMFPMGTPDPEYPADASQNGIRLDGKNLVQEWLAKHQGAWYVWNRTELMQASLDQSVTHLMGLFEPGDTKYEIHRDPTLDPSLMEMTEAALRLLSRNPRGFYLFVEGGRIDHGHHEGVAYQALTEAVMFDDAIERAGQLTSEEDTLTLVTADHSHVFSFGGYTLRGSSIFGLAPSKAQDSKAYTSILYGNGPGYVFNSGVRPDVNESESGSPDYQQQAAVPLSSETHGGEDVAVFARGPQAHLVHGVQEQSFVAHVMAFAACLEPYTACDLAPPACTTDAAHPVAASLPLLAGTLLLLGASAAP
# hIAP activ: human IAP activation; P09923; purified human IAP, CDP-Star luminescence, 30 min; hits give high values; 1 = vehicle-only enzyme, 0 = enzyme-free background; activation factor at 10 µM; hit rate 0.16% among 330,000;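 active means activation factor of the enzyme at least 2-fold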; further: the source names both 10 and 20 µM as test concentration; values of inactives mirror those of a sister screen read the other way
# APOBEC3A inh: blocks human APOBEC3A ssDNA deamination; P31941; recombinant A3A, FAM/TAMRA ssDNA deamination fluorescence; inhibition, % at 20 µM; hit rate 0.41% among 330,000;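 active means at least 40% inhibition at 20 µM here, with at most 30% in a related deaminase screen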;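 further: plate controls were A3A with DMSO for no effect and wells lacking A3A enzyme for full effect; some results filed as inactive read as strong as hits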
# NR3A LBD binder: modulators (binders) of human NR3A ligand-binding domain; hit rate 2.5% among 340,000; AID 1259313; Tm shift relative to glycine control, % at 25 µM; NR3A LBD differential scanning fluorimetry, Tm shift; 0% = protein alone, 100% = glycine-bound protein;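 active means melting temperature shift of at least 10% of the positive control shift, at one fixed dose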
# mIAP activ: increases mouse intestinal alkaline phosphatase activity; muIAP, CDP-Star luminescence, 30 min; hits give high values; 1 = vehicle-only enzyme signal, 0 = enzyme-free wells; hit rate 0.24% among 330,000; AID 2805; activation factor at 10 µM;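 active means activation factor of at least 2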; further: the source names both 10 and 20 µM as test concentration; values of inactives mirror those of a sister screen read the other way
#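 Assay system: mouse IAP enzyme; Reagent: CDP-Star chemiluminescent phosphatase substrate; Compound: DMSO-dissolved test compounds; Incubation: 30 min, room temperature; Technique: luminescence from enzymatic CDP-Star hydrolysis; Controls: DMSO-only wells and no-enzyme negative control.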
# beta cell repl: inducers of beta-cell replication in MIN6 cells; proliferation, % at 10 µM; hit rate 0.29% among 330,000; MIN6 cells proliferation, ATPlite luminescence, 48 h; cells starved in 0.2% serum; 100% = growth in 10% serum; AID 2380;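 active means compounds whose signal lies at least 3.5 SD above the mean of all wells on their plate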;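 further: 0% = DMSO-treated cells in low-serum medium and 100% = 10% serum control; some compounds called inactive have numbers as strong as hits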
# mIAP block: blocks mouse intestinal alkaline phosphatase | purified mouse IAP, CDP-Star luminescence, 30 min | inhibition, % at 10 µM | hit rate 0.2% among 330,000;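 active means inhibition of at least 40% at 10 µM in the primary screen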;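 further: plate controls were DMSO with enzyme for no effect and no enzyme wells for full effect; values of inactives mirror those of a sister screen read the other way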
# Numbers without * were called inactive; nt = no result given.
# Start of the data: the first seven compounds, to show the layout:
[1] COc1ccccc1-c1nnc2sc(COc3ccccc3)nn12
[2] O=C(O)c1ccc(NC2=C(Cl)C(=O)c3ccccc3C2=O)cc1
[3] COc1ccc(CCNC(=O)CN2C(=O)COc3ccc(S(=O)(=O)N4CCOCC4)cc32)cc1OC
[4] CCOc1ncccc1C(=O)Nc1ccc2c(c1)OCO2
[5] COC(=O)Cc1c[nH]c2cccc(OCC(O)CN(Cc3ccccc3)C(C)C)c12 (stereo unspecified)
[6] CN(Cc1c(C(=O)N/N=C/c2ccc(O)cc2)nnn1-c1nonc1N)C1CCCCC1
[7] CCOC(=O)c1ccc(NC(=O)c2nc[nH]c2C(=O)N(C)Cc2ccccc2)cc1
Compound,1,2,3,4,5,6,7
A3G deaminase,-4,-2,-4,-6,1,0,5
MPTP block,-1.1,6.6,0.2,2.0,1.2,0.5,0.3
hIAP block,-6,23,7,8,5,-20,-38
hIAP activ,1.1,0.77,0.93,0.92,0.95,1.2,1.4
APOBEC3A inh,3,6,-4,-1,0,-2,2
NR3A LBD binder,-1,-2,0,-2,1,-6,-20
mIAP activ,1,0.9,0.92,1,1.1,0.95,0.88
beta cell repl,-1,-7,-2,1,-1,-1,-6
mIAP block,-2,10,8,0,-9,5,12

# The whole of this part (from the top)
[1] COc1ccccc1-c1nnc2sc(COc3ccccc3)nn12
[2] O=C(O)c1ccc(NC2=C(Cl)C(=O)c3ccccc3C2=O)cc1
[3] COc1ccc(CCNC(=O)CN2C(=O)COc3ccc(S(=O)(=O)N4CCOCC4)cc32)cc1OC
[4] CCOc1ncccc1C(=O)Nc1ccc2c(c1)OCO2
[5] COC(=O)Cc1c[nH]c2cccc(OCC(O)CN(Cc3ccccc3)C(C)C)c12 (stereo unspecified)
[6] CN(Cc1c(C(=O)N/N=C/c2ccc(O)cc2)nnn1-c1nonc1N)C1CCCCC1
[7] CCOC(=O)c1ccc(NC(=O)c2nc[nH]c2C(=O)N(C)Cc2ccccc2)cc1
[8] CN(Cc1ccccc1)C(=O)[C@H]1CCC(=O)N1Cc1ccco1
[9] O=c1c2ccccc2c(-c2ccccc2)nn1Cc1ccc(Cl)cc1
[10] CCNc1nc(NCC)n2c(SCC(=O)Nc3ccccc3C(F)(F)F)nnc2n1
Compound,1,2,3,4,5,6,7,8,9,10
A3G deaminase,-4,-2,-4,-6,1,0,5,-2,-3,-4
MPTP block,-1.1,6.6,0.2,2.0,1.2,0.5,0.3,-1.9,-9.1,-1.3
hIAP block,-6,23,7,8,5,-20,-38,14,-4,0
hIAP activ,1.1,0.77,0.93,0.92,0.95,1.2,1.4,0.85,1,1
APOBEC3A inh,3,6,-4,-1,0,-2,2,1,-3,7
NR3A LBD binder,-1,-2,0,-2,1,-6,-20,-4,1,0
mIAP activ,1,0.9,0.92,1,1.1,0.95,0.88,1,0.96,1
beta cell repl,-1,-7,-2,1,-1,-1,-6,1,-7,8
mIAP block,-2,10,8,0,-9,5,12,-2,4,0

[11] c1coc(-c2nc(-c3ccco3)c(-c3ccco3)nc2-c2ccco2)c1
[12] Cc1cc(OC(C)C(=O)NCCc2c[nH]c3ccccc23)c2c(C)cc(=O)oc2c1 (stereo unspecified)
[13] O=C(Nc1ccccc1Oc1ccccc1)c1cccs1
[14] CCOc1ccc(NC(=NCc2ccc3c(c2)OCO3)SC2CC(=O)N(c3ccc(C(=O)O)cc3)C2=O)cc1 (stereo unspecified)
[15] O=C(CCc1c[nH]c2ccccc12)N1CCN(c2ccc(F)cc2)CC1
[16] O=C(NCCc1ccc(C(F)(F)F)cc1)C1CC(=O)N(Cc2ccccc2)C1 (stereo unspecified)
[17] Clc1ccc2nc(-c3cccc(SC4CCCCC4)c3)c(NCc3ccccc3)n2c1
[18] Cc1ccc(Nc2nnc(SCC(=O)NCCN3C(=O)CSC3=O)s2)cc1C
[19] CC(Sc1ccccn1)C(=O)Nc1ccc2c(c1)OCO2 (stereo unspecified)
[20] Cc1cccc2c1OCC/C2=N\NC(=O)COc1ccccc1
Compound,11,12,13,14,15,16,17,18,19,20
A3G deaminase,92,-6,19,-1,-7,-2,-13,-11,6,-8
MPTP block,3.5,1.9,-1.1,-2.3,-0.7,-4.1,10,2.6,-0.9,-1.1
hIAP block,1,9,14,-3,-14,3,5,4,-36,1
hIAP activ,0.99,0.91,0.86,1,1.1,0.97,0.95,0.96,1.4,0.99
APOBEC3A inh,99,3,3,0,-10,1,-2,-5,1,-1
NR3A LBD binder,-27,-3,-1,-15,-2,1,-6,0,-1,2
mIAP activ,0.29,1.1,1.1,0.93,0.98,0.94,1.1,0.92,1.2,0.91
beta cell repl,-3,1,-3,-2,-4,3,-9,-4,-4,0
mIAP block,71*,-9,-8,7,2,6,-5,8,-17,9

[21] COc1cc(CNc2ccc(N3CCOCC3)cc2)cc(Br)c1OC
[22] COc1ccccc1CC(=O)Nc1ccc2c(C)cc(=O)oc2c1
[23] COc1ccc(C(=O)Nc2ccc(NC(=O)Cc3ccccc3)cn2)cc1
[24] COCCN=C1OC(=O)N2C(=O)C3=C4[C@@H](C[C@H]5C(=O)N(c6ccccc6)C(=O)[C@H]5[C@H]4[C@@]12Cc1ccccc1)[C@H]1C(=O)N(c2ccccc2)C(=O)[C@H]1[C@H]3C
[25] COc1ccc(C)cc1NC(=O)c1ccc(-c2ccc(C(C)=O)cc2)o1
[26] CCCNC(=O)COc1cccc(C(=O)NCc2ccccc2)c1
[27] CC(C)C(=O)N(Cc1cc(=O)[nH]c2ccccc12)c1ccccc1
[28] O=C(COc1ccc(F)cc1)Nc1ccc2c(c1)OCCO2
[29] CCCCN(C(=O)CNC(=O)c1ccco1)C(C(=O)NC1CCCCC1)c1cccnc1 (stereo unspecified)
[30] C=CCn1c(SCC(=O)c2ccc(F)cc2)nnc1-c1ccc2c(c1)OCO2
Compound,21,22,23,24,25,26,27,28,29,30
A3G deaminase,-7,-9,2,12,-3,-1,-4,-4,-7,-4
MPTP block,4.6,0.8,0.7,2.9,3.3,-0.5,2.7,-0.7,2.7,0.3
hIAP block,-8,-6,4,3,-10,3,-11,-13,0,22
hIAP activ,1.1,1.1,0.96,0.97,1.1,0.97,1.1,1.1,1,0.79
APOBEC3A inh,-4,-5,2,1,-6,1,-1,-1,-3,0
NR3A LBD binder,1,-1,-2,3,nt,-1,-3,2,-2,0
mIAP activ,0.99,0.96,1.1,1.1,0.98,1,1,0.99,0.95,0.91
beta cell repl,1,-1,-1,-6,1,0,1,-3,-2,0
mIAP block,1,4,-6,-9,2,-1,0,0,5,9

[31] CCc1nnc(N/N=C/c2ccc(N3CCC(C)CC3)c([N+](=O)[O-])c2)n1N
[32] Cc1cc(C(=O)CN2C(=O)NC3(CCCCC3C)C2=O)c(C)n1Cc1cccs1 (stereo unspecified)
[33] CC(C)Cc1nc2c(nnn2Cc2ccccc2F)c(=O)[nH]1
[34] N=c1oc2ccccc2cc1C(=O)Nc1cccc(F)c1
[35] CCOc1cc(C(=O)Nc2ccc(N3CCN(S(C)(=O)=O)CC3)cc2)cc(OCC)c1OCC
[36] Cc1ccccc1OCC(=O)N(Cc1cccs1)C1CCS(=O)(=O)C1 (stereo unspecified)
[37] CC(C)OCCCN1CN(S(=O)(=O)c2cccs2)c2nc3ccccc3nc21
[38] Cc1c(C(=O)N2CCN(Cc3cccs3)CC2)oc2ccccc12
[39] O=C(Nc1ccc([N+](=O)[O-])cc1)c1ccccc1F
[40] COc1ccc(CCN(C)C(=O)CNC(=O)Cc2cccc3ccccc23)cc1OC
Compound,31,32,33,34,35,36,37,38,39,40
A3G deaminase,-1,-2,-7,-3,-2,-4,-1,-2,-1,21
MPTP block,-0.7,0.9,-0.3,2.4,1.8,1.0,nt,0.2,-0.1,-0.4
hIAP block,-6,2,-9,3,-18,-12,-2,-24,-4,-8
hIAP activ,1.1,0.98,1.1,0.97,1.2,1.1,1,1.2,1,1.1
APOBEC3A inh,1,3,0,1,0,1,4,1,3,0
NR3A LBD binder,5,7,-1,2,-1,0,-2,-1,-1,0
mIAP activ,1,1,0.97,0.96,0.88,0.94,1,0.94,1,0.97
beta cell repl,-4,-4,3,-5,-1,5,-3,-1,2,-3
mIAP block,-2,-4,3,4,12,6,-1,6,-4,3

[41] CCOc1ccc(S(=O)(=O)N/N=C2/CCCC(=O)C2)cc1
[42] CC(=O)N1c2ccc(S(=O)(=O)N3CCC(C(=O)NCc4ccccc4Cl)CC3)cc2CC1C (stereo unspecified)
[43] COc1ccc(N2CCN(C(=O)COC(=O)CCOc3cc(C)ccc3C)CC2)cc1
[44] CC(C)CN1C(=O)c2ccc(C(=O)Nc3ccncc3)cc2C1=O
[45] Cc1noc(C)c1C(=O)OCC(=O)NCCc1ccccc1
[46] COc1ccc(C2CC2/C(C)=N/OC(=O)C2CC2)cc1 (stereo unspecified)
[47] Oc1ccc(CN2CCN(c3ncccn3)CC2)cc1
[48] CC(C)C(C(=O)NC1CCCCC1)N(CC1CCCO1)C(=O)CNS(=O)(=O)c1ccc(F)cc1 (stereo unspecified)
[49] Cn1c(CNC(=O)c2ccc3c(c2)OCO3)nnc1SCC(=O)Nc1ccc(F)cc1
[50] CCc1ccc(NC(=O)CSc2nc3ccccc3nc2N2CCCC2)cc1
Compound,41,42,43,44,45,46,47,48,49,50
A3G deaminase,-3,-2,0,-4,-6,-7,-4,-3,-13,-9
MPTP block,0.4,-0.5,0.6,60*,-1.8,-1.3,-0.7,0.1,-2.7,1.0
hIAP block,7,-16,8,11,-3,11,19,-27,5,11
hIAP activ,0.93,1.2,0.92,0.89,1,0.89,0.81,1.3,0.95,0.89
APOBEC3A inh,0,-3,-1,-4,-2,-2,-7,1,-4,-4
NR3A LBD binder,-4,0,5,0,1,1,-1,-3,-1,-10
mIAP activ,0.94,1.1,1,0.89,1.1,0.96,0.96,0.93,0.96,1
beta cell repl,-2,-3,-1,0,3,4,1,3,2,-3
mIAP block,6,-7,-4,11,-14,4,4,7,4,-4

[51] COC(=O)C1CN(C(=O)COc2cc(C)c(Cl)c(C)c2)c2ccccc2O1 (stereo unspecified)
[52] NC(=O)C1CCN(c2nc(-c3ccccc3C(F)(F)F)cs2)CC1
[53] CC(C)n1cc(/C=C2/NC(=O)N(c3cccc(Cl)c3)C2=O)c2ccccc21
[54] CC1CCCN(C(=O)c2ccc(S(=O)(=O)N3CCC(c4nc5ccccc5s4)CC3)cc2)C1 (stereo unspecified)
[55] COc1ccc(CCNC(=O)C(=O)N/N=C/c2cccs2)cc1OC
[56] COc1ccccc1N(CC(=O)Nc1ccccc1C(F)(F)F)S(=O)(=O)c1cccs1
Compound,51,52,53,54,55,56
A3G deaminase,-11,-5,-2,11,-5,-9
MPTP block,0.2,1.8,3.4,16,-1.8,-2.7
hIAP block,-2,21,-8,-14,-17,19
hIAP activ,1,0.79,1.1,1.1,1.2,0.81
APOBEC3A inh,-2,-4,-2,2,0,-4
NR3A LBD binder,0,2,-3,2,-1,4
mIAP activ,0.92,0.94,0.94,1,0.94,0.93
beta cell repl,-2,0,-2,-3,-4,-3
mIAP block,8,6,6,0,6,7
